Screening data from PubChem BioAssay.
GALR2 blocker: GALR2 antagonists in receptor-expressing cells, primary screen | Galanin receptor type 2 (Homo sapiens), O43603 | antagonist mode | inhibition, % at 4 µM | 0.39% of 140,000 active; in the data active = inhibition above about 27%;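 note: cells stimulated with galanin 1-16 at roughly its EC80; 0% = agonist challenge control and 100% = basal control without agonist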
Target sequence (O43603 whole entry, looked up): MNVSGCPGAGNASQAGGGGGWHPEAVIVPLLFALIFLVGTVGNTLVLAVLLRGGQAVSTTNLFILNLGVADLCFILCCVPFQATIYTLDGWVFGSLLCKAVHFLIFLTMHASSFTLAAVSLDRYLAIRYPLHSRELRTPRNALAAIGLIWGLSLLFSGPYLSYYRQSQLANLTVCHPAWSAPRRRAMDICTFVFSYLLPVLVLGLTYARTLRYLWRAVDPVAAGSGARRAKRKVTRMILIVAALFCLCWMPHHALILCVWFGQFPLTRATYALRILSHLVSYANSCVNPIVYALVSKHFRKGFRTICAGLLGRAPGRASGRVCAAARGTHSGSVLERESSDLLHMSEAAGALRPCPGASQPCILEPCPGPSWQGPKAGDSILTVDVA
Measles CPE: compounds protecting cells from measles virus cytopathic effect, primary screen, measles RdRp inhibitor project, single point, MLSMR library, absorbance; Measles virus-infected cells, CPE protection; protection (pct of control), % at 4 µM; 1.5% of 140,000 active; AID 841, 2007; in the data active = protection mostly above about 24%, no sharp cut-off; inactive = mostly below about 26%; note: some compounds called inactive have numbers as strong as hits
Yeast lifespan up: compounds extending yeast replicative lifespan, primary screen, S. cerevisiae, OD615 | S. cerevisiae growth with nicotinamide; deaD strain in restrictive glucose medium | inhibition of the nicotinamide effect, % at 10 µM | 0.68% of 130,000 active | AID 775, 2007;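 active = inhibition above a set limit, placed 3 SD over the median of all compounds, cut at about 26% in these data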;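 note: 0% = nicotinamide-treated wells and 100% = cells grown without nicotinamide; some compounds called inactive have numbers as strong as hits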
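System: DeaD-strain S. cerevisiae / Buffer or medium: CSMM-D, restrictive glucose (dextrose) synthetic minimal medium / Probe or stimulus: nicotinamide, 1.5 mM, co-present with compound / Compound: one concentration, 10 µM, DMSO 0.25% / Incubation: 48 h compound exposure at 30 °C, humidified / Technique: optical density (absorbance) at 615 nm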
Yeast growth inh: growth inhibitors of yeast BB579 in restrictive medium, primary screen, yeast lifespan-shortening project, S. cerevisiae; AID 804, 2007; inhibition, % at 10 µM; 0.51% of 140,000 active; OD615, 48 h;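 active = inhibition above a set limit, 3 SD over the mean compound inhibition, cut at about 44% in these data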; note: inactives centre near -24
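System: DeaD yeast strain BB579; buffer or medium: CSMM-D dextrose restrictive medium; technique: OD at 615 nm; schedule: 4 h cell preincubation, 48 h compound exposure, 30 °C humidified; doses: single 10 µM dose; controls: amphotericin B 10 µg/mL, positive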
Phagocytosis inh: inhibitors of macrophage phagocytosis, primary screen, imaging, J774A.1 cells, IgG beads; inhibition, % at 5 µM; J774A.1 macrophage IgG-bead phagocytosis; 0.07% of 110,000 active;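 active = inhibition above the mean of the plate negative controls plus 5 SD, cut at about 13% in these data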;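 note: phagocytic index as fraction of beads internalized from green versus red external bead signal; plate controls were DMSO negative control for no effect and cytochalasin-D positive control for full effect; some results beyond the cut were filed as inactive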
E-sel TNF inh: E-selectin induction blockers in HUVEC – imaging, immunofluorescence, high content, primary screen. AID 1246, 2008. inhibition, % at 2 µM. 0.71% of 120,000 active. HUVEC TNFa-induced E-selectin immunofluorescence;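 active = inhibition above the batch mean plus 3 SD, and confirmed as a hit on visual image review, cut at about 43% in these data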;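 note: 0% = TNF-stimulated DMSO wells and 100% = unstimulated control wells; not every result past the cut was called active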
PTEN del growth: growth suppression of PTEN-null HCT116, primary screen, cell-based, CellTiter-Glo; HCT116 PTEN-null viability, 60 h; active compounds read low; viability, % at 10 µM; 1.2% of 140,000 active; AID 827, 2007;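 active = viability at or below a set limit, 4 SD under the median of all tested compounds, cut at about 3.7% in these data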;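 note: PTEN knockout HCT116 line with beta catenin targeted HCT116 as companion control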
NPY Y2 blocker: NPY-Y2 receptor antagonists, primary screen, cell-based; NPY-Y2 expressing cells, antagonist mode; inhibition, % at 2.7 µM; 0.99% of 140,000 active; in the data active = inhibition above about 17%;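 note: 0% = vehicle with agonist challenge and 100% = reference antagonist with challenge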
Target sequence (P49146 whole entry, looked up): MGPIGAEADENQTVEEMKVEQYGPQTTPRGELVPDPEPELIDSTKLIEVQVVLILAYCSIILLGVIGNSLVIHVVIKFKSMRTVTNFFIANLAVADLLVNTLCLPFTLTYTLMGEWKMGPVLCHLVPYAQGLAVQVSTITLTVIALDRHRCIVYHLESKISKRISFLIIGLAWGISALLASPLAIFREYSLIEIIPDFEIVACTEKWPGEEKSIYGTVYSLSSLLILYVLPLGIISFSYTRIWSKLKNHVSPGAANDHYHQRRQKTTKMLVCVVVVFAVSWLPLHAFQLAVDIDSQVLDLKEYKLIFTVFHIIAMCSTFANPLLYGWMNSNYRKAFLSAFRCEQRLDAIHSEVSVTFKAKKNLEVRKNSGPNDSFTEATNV
HCT116 bCat-KO: primary screen for growth suppressors in beta-catenin knockout HCT116 cells (colon tumor, human). HCT116 beta-catenin knockout viability, CellTiter-Glo, 60 h; active compounds read low. viability, % at 10 µM. 1.5% of 140,000 active;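 active = viability at or under a set limit, the compound median less 4 SD, cut at about 6% in these data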;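 note: 0% = Hyamine 1622 control at 20 µM and 100% = untreated cell control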
MRP-1 activ: H69AR viability gain despite doxorubicin, primary screen, MRP-1 activator project, H69AR cells, CellTiter-Glo | viability rescue | viability increase, % at 10 µM | 0.61% of 140,000 active | AID 799, 2007;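 active = viability gain under doxorubicin at or above a set limit, the compound median plus 3 SD, cut at about 4.7% in these data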;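 note: MRP-1 overexpressing cells given doxorubicin 25 µM after compound pretreatment; 18-22 h compound pretreatment then 72 h with doxorubicin before readout; 0% = doxorubicin-only wells and 100% = vehicle-treated cells without doxorubicin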
Numbers without * were called inactive; · = no result given. These rows are one share of the data (hit frequency here may not be typical).

Structure	GALR2 blocker	Measles CPE	Yeast lifespan up	Yeast growth inh	Phagocytosis inh	E-sel TNF inh	PTEN del growth	NPY Y2 blocker	HCT116 bCat-KO	MRP-1 activ
Cc1ccc(N(C)C(=O)Oc2cccc3cccnc23)cc1	0	3	2	-38	-1	11	75	2	69	0.9
O=C(Cc1ccccc1)N1CCN(C/C=C/c2ccccc2)CC1	0	-1	-10	-57	-2	·	84	1	94	-0.6
COCC(C)OC(=O)c1c(N)n(Cc2ccco2)c2nc3ccccc3nc12 (stereo unspecified)	-5	2	-16	-31	·	-3	89	9	102	-4.3
COCCCn1c(-c2ccc(OC)cc2)cc(C(=O)NC2CCCCCCC2)c1C	-2	14	2	-31	-9	2	48	9	60	-2.7
O=c1[nH]c(=O)n(-c2cccc(Cl)c2)c(O)c1C=NCCN1CCCCC1	5	2	-9	2	·	-12	83	1	77	-0.5
CC1CN=C(Nc2ccc(N(C)C)cc2)S1 (stereo unspecified)	14	2	-1	-11	0	13	79	4	77	0.2
COc1ccc(N2C(=O)CC(N3CC=C(c4ccccc4)CC3)C2=O)cc1 (stereo unspecified)	10	19	4	-51	0	-22	79	1	93	-0.2
CN1C(=O)NC(=O)[C@]2(Cc3ccccc3N3CCN(c4ccccc4)CC32)C1=O (stereo partly specified)	13	18	2	-42	0	19	114	6	95	-1.5
CC(C)C12CN3CCN(CC(C3)C1O)C2 (stereo unspecified)	-11	7	-20	8	1	-8	96	1	100	-1.2
CCOC(=O)Cn1cc([N+](=O)[O-])nc1[N+](=O)[O-]	6	20	-1	-20	·	-24	97	5	95	-1.5
CN1CN=C(N[N+](=O)[O-])N(Cc2ccco2)C1	3	4	8	-15	-2	·	95	-2	83	-0.8
Cc1sc(-n2c(C)cc(C=C3C(=O)NC(=O)NC3=O)c2C)c(C#N)c1C	3	18	6	-28	4	10	93	2	90	-2.9
c1ccc2sc(C3CCCNC3)nc2c1 (stereo unspecified)	-3	55*	-2	-16	2	27	86	3	91	-0.2
Fc1ccc(CCNCc2ccc(Cl)c(Cl)c2)cc1	6	6	4	0	·	-21	90	12	91	0.1
CCN(CC)c1ccc(N=Cc2c(O)n(-c3ccc(Cl)cc3)c(=O)[nH]c2=O)cc1	-12	2	-18	-19	1	3	40	-1	50	-3.6
CNCC1(c2ccccc2)CCCC1	-5	15	-11	-18	0	-9	90	0	88	-2.4
Cc1ccc2c(c1)CC1(CN2C)C(=O)NC(=O)N(CCC2=CCCCC2)C1=O (stereo unspecified)	-12	8	-3	-14	0	27	91	4	86	-0.2
CCOc1ccccc1-n1c(O)c(C=NCCCN(CC)CC)c(=O)[nH]c1=O	2	8	-26	-6	0	34	91	1	89	-1.1
Cc1cccc(OCC(=O)N2CCN(Cc3ccncc3)CC2)c1	8	43*	-6	-16	-1	-3	94	0	100	-3.7
O=P(Nc1ccccc1)(Nc1ccccc1)Oc1ccccc1	5	11	3	-9	-4	-2	81	3	90	-2.4
O=C(COC(=O)Cc1ccccc1)Nc1ncc(Cl)cc1Cl	8	20	-15	-8	0	-7	93	4	104	-3.0
CCOC(=O)C(O)(c1ccc(N(CC)C(=O)COc2ccccc2)cc1)C(F)(F)F (stereo unspecified)	-2	20	-1	0	-10	·	95	-1	95	-1.3
Cn1cccc1/C=C1\C(=O)NC(=O)N(CCC2=CCCCC2)C1=O	1	8	4	-39	6	77*	25	3	46	-1.5
c1ccc(CNC2=NCCS2)cc1	1	7	-11	13	·	-2	86	14	82	-2.8
N=C(N)c1c(O)n(C2CCCCC2)c(=O)n(C2CCCCC2)c1=O	11	2	0	-13	-1	9	13	0	30	-5.6
O=P(O)(O)/C=C(\Cl)c1ccccc1	10	30	-8	-53	-3	-121	101	0	91	0.7
O=C(c1cccn2c(=O)c3cc(Br)ccc3nc12)N1CCC2(CC1)OCCO2	2	15	-6	-3	0	-5	84	1	84	4.8*
O=C1OCCN1P(=O)(c1ccccc1)c1ccccc1	-6	13	-2	6	2	0	94	-1	97	-1.0
CCN(CC)P(=O)(Oc1cccc(C)c1)N(CC)CC	2	12	1	-54	-1	-16	90	1	82	0.3
CC(=O)c1cccc(NC2=NCC(C)S2)c1 (stereo unspecified)	19	5	8	-45	0	·	102	1	96	0.9
CCOC(=O)c1cn2nc(OP(=S)(OCC)OCC)cc2nc1C	-18	10	-1	-65	0	13	96	4	107	-1.8
O=C(CN1CCCCC1)Nc1ccc(Br)cc1C(=O)c1ccccc1Cl	-6	8	1	-49	·	-46	52	2	41	0.1
OC(c1ccccc1)(c1ccccc1)C1CCCN1 (stereo unspecified)	-1	30	-13	-5	·	-16	97	0	87	-1.9
Cc1ccc(-n2c(-c3ccc([N+](=O)[O-])cc3)nc3ccccc3c2=O)cc1	-8	4	2	-41	-8	-12	65	1	71	-3.6
CN1CCN(Cc2ccc(OC(F)(F)F)cc2)CC1	-7	6	-5	-69	-1	22	111	4	99	-0.2
CCCCn1c(O)c(C(CC)=NCc2ccc(F)cc2)c(=O)[nH]c1=O	-2	9	-28	-32	·	3	69	0	79	-1.3
O=S(=O)(c1ccccc1)N1CN2CCN(C2)C1	-4	11	-10	-53	0	·	29	1	36	-2.0
Cc1ccc(Cn2nnnc2CN2CCC(n3nnc4cc(C(F)(F)F)ccc43)CC2)cc1	0	15	-7	-13	-1	0	43	1	47	-5.1
Fc1ccc2c(c1)nnn2C1CCN(Cc2nnnn2C2CCCCC2)CC1	-11	15	-5	-47	0	-1	92	0	92	-1.7
O=C(C1CCCN(c2nnc(-n3cccc3)s2)C1)N1CCC2(CC1)OCCO2 (stereo unspecified)	-8	2	-15	-49	0	-13	99	6	82	-1.4
CCC(=NCC1CCCO1)c1c(O)n(-c2ccc(Cl)cc2)c(=O)[nH]c1=O (stereo unspecified)	-14	7	-10	3	-1	·	98	0	101	0.0
CCCCC(=O)C1C(=O)NC(=O)NC1=O	-6	8	22	-21	2	29	111	1	104	-0.1
CNC(C(=O)c1ccccc1)C(OC)c1ccc(C)cc1 (stereo unspecified)	0	6	6	-41	-2	8	93	4	92	-2.7
Cn1c(N2CCNCC2)nc2ccccc21	3	3	2	-52	-1	10	91	0	100	-0.8
CCOc1cc(-c2nc3c(C)cccn3c2NCC2CCCO2)ccc1O (stereo unspecified)	-4	19	-4	13	0	21	75	0	72	-3.9
O=c1[nH]c(=O)n(CCC2=CCCCC2)c(O)c1/C=N/Nc1ccccc1	11	7	5	-22	·	·	81	7	86	-0.9
Cc1ccc(-c2nc3ccccc3c(=O)n2-c2cc(C)ccn2)cc1	5	6	8	-42	4	3	108	1	97	-2.2
O=C1/C(=C/c2cc3c(cc2Cl)OCO3)N2CCC1CC2	-2	1	-1	-23	-2	·	86	4	74	-2.9
COCCNC(=O)c1c(NC(=O)c2ccc(Br)o2)n(Cc2ccccc2)c2nc3ccccc3nc12	3	7	13	-29	-3	-5	69	6	71	-2.3
CCOc1ccc2[nH]c(=O)c(CN(CCO)C3(c4nnnn4C4CCCCC4)CCCCC3)cc2c1	5	9	-22	-53	0	-10	87	1	87	-3.5
O=P1(Nc2cccnc2)COc2ccccc2OC1	6	12	-4	-11	0	·	92	1	111	-0.2
O=C(NCc1cccnc1)C(Cl)(Cl)Cl	-3	13	2	-29	-4	9	98	3	87	-0.4
CNP(=S)(NC)OCCOc1ccc(OC)cc1	10	21	3	-79	0	-14	105	-1	97	-0.6
COc1ccc(Cl)cc1NC1=NCC(C)S1 (stereo unspecified)	-14	19	-10	-40	-1	2	99	1	107	-1.2
CC(C)=CCOc1c2occc2cc2ccc(=O)oc12	2	3	-5	-39	·	·	84	4	90	-2.1
CCOC(=O)c1nc2ccccc2c(=O)n1-c1ccc(C)cc1C	-12	17	4	-3	-2	·	91	1	78	-1.3
CCCSc1nc(O)c(CC)c(=O)n1C(C)CC (stereo unspecified)	-1	12	2	-15	-4	-9	102	9	102	-1.9
CN1CCN(c2ncnc3ccc(Br)cc23)CC1	9	6	-1	-50	0	·	99	1	98	-2.7
CCCCCn1c(=O)c(C(=O)Nc2c(C)n(C)n(-c3ccccc3)c2=O)c(O)c2ccccc21	-2	13	1	-31	·	-21	76	2	61	-6.0
CCOP(=O)(OCC)C(C)(C)NC(=O)C(Cl)(Cl)Cl	3	4	-5	-7	·	·	97	-2	93	-0.6
